BLM helicase inh = Bloom syndrome helicase (human) inhibition | recombinant BLM DNA unwinding, fluorescence dequenching | Potency, µM (series often up to 56.1 µM), for inactives: top-dose activity change, negative = inhibition, hits mostly inhibitors | actives 0.2% (n = 350,000);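 note: potency is the fitted concentration of half-maximal effect; plate controls were vehicle for no effect and no enzyme for full effect; nearly all actives have a fitted effect of over 35% in size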
Pol iota inh = inhibitors of human DNA polymerase iota; actives 1% (n = 390,000); Potency, µM (titrated, usually from 115 µM), for inactives: at the highest dose activity, negative = inhibition, most hits filed as inhibitors; Pol iota fluorescent replication assay, 10 min; Q9UNA4; note: potency is the fitted concentration of half-maximal effect
Target sequence (Q9UNA4 whole entry, looked up): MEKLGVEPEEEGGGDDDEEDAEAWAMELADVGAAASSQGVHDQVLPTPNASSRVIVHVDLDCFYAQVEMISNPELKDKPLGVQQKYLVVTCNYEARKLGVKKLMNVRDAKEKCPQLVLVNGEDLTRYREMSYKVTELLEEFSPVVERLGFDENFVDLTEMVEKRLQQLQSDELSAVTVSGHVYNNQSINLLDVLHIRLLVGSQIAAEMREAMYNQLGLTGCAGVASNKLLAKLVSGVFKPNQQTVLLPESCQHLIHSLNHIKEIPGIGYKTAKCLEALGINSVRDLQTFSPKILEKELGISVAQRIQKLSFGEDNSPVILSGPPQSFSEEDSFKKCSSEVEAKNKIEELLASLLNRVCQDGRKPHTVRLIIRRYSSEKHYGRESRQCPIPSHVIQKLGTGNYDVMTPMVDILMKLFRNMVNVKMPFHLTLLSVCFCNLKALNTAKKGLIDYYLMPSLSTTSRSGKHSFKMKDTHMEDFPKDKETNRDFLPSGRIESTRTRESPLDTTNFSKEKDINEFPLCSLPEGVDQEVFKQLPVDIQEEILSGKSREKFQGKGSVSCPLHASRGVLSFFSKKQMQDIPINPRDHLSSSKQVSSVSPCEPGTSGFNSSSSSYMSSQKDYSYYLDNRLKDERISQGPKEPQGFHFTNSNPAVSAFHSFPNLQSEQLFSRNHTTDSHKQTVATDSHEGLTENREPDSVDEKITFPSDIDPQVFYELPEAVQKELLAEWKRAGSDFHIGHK
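Fluorescent replication assay read twice, at 0 min and 10 min after adding 50 nM (final) substrate. Enzyme (10 nM) and compounds were first incubated 15 min at room temperature; enzyme-free buffer wells were negative controls.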
POLK inh = DNA polymerase kappa (human) inhibition; Q9UBT6; purified Pol kappa, fluorescent DNA synthesis assay, 10 min; Potency, µM (titrated, usually from 107 µM), for the others: at the highest dose activity, negative = inhibition, usual class: inhibitors; actives 0.53% (n = 400,000); AID 588579; note: potency is the fitted concentration of half-maximal effect; % is set by controls: 0 for no effect and ±100 for the full control effect
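50 nM final substrate added after 15 min RT preincubation of 10 nM Pol kappa with compound; fluorescence read at 0 and 10 min.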
APE1 inh = blocks human APE1 abasic DNA cleavage; P27695; recombinant APE1, TAMRA/BHQ-2 abasic DNA cleavage fluorescence; Potency, µM (titrated, usually from 65.8 µM), without a hit: top-dose activity change, negative = inhibition, actives largely listed as inhibitors; actives 0.35% (n = 350,000); AID 2517;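 note: potency is the fitted concentration of half-maximal effect; plate controls were vehicle for no effect and reference inhibitor for full effect; nearly all actives have a fitted effect of over 55% in size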
Target sequence (P27695 whole entry, looked up): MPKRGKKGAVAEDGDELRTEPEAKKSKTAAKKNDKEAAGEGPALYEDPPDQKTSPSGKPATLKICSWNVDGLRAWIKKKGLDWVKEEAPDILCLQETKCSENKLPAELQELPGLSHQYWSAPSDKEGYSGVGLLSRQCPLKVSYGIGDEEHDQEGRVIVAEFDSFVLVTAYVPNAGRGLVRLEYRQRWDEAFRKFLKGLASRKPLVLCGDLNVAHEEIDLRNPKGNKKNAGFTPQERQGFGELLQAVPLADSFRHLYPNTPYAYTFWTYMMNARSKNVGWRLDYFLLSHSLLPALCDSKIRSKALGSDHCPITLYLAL
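APE1 at 0.75 nM preincubated 15 min at room temperature with compound. Reaction then started with 50 nM double-stranded THF-abasic substrate labelled with TAMRA/BHQ-2, and 525/598 nm fluorescence read kinetically. Activity taken as third-minus-first read difference, normalized to DMSO and NSC13755 controls.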
Apoferritin bind = candidate novel general anesthetic via apoferritin binding; P02791; apoferritin/1-aminoanthracene competitive binding, fluorescence; Potency, µM (series often up to 77.5 µM), without a hit: top-dose activity change, negative = displacement, usual class: inhibitors; actives 0.074% (n = 350,000); AID 485281; note: potency is the fitted concentration of half-maximal effect; % is set by controls: 0 for no effect and ±100 for the full control effect; nearly all actives have a fitted effect of over 20% in size
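Horse-spleen apoferritin (10 uM) was mixed with 50% saturated 1-aminoanthracene in PBS, exposed to compounds for 10 min at room temperature, and read for fluorescence (ex 380 nm, em 535 nm). Competitive displacement was fitted with a four-parameter Hill equation.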
RXFP1 antagonist = blocks the human relaxin receptor RXFP1 | Q9HBX9 | HEK293-RXFP1, relaxin-stimulated cAMP HTRF, 30 min; hits give low values | activity change, negative = inhibition, % at 57.5 µM | actives 0.59% (n = 350,000) | AID 1259400;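 active = activity change of -60% or lower, but not beyond a set lower limit; inconclusive = change between -60% and -40%, or beyond the set limit; inactive = change above -40%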; note: % is set by controls: 0 for no effect and ±100 for the full control effect
POLH inh = blocks human DNA polymerase eta activity; AID 588591; actives 1.2% (n = 390,000); Potency, µM (top dose mostly 114 µM), for inactives: top-dose activity change, negative = inhibition, hits mostly inhibitors; recombinant Pol eta, fluorescent DNA replication assay; Q9Y253; note: potency is the fitted concentration of half-maximal effect; % is set by controls: 0 for no effect and ±100 for the full control effect
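Pol eta at 10 nM preincubated with compounds 15 min at room temperature; reaction started with fluorescent substrate (50 nM final) and read kinetically at 0 and 10 min.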
POLB inh = DNA polymerase beta (human) inhibition; Pol beta primer extension/strand displacement, fluorescence kinetic; AID 485314; actives 1.3% (n = 340,000); Potency, µM (series often up to 114 µM), for the others: top-dose activity change, negative = inhibition, actives largely listed as inhibitors; note: potency is the fitted concentration of half-maximal effect; % is set by controls: 0 for no effect and ±100 for the full control effect
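Reaction started by 50 nM substrate onto compound-treated Pol beta (10 nM, 15 min preincubation, room temperature); plates read at 0 min and 10 min. Normalized concentration-effect data fitted by four-parameter Hill equation.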
PGK inhibitor = blocks T. brucei phosphoglycerate kinase | P07378 | AID 602233 | PGK/GAPDH coupled, Kinase-Glo luminescence, 60 min | actives 0.043% (n = 380,000) | Potency, µM (highest dose often 57.5 µM), for the others: top-dose activity change, negative = inhibition, actives largely listed as inhibitors; note: potency is the fitted concentration of half-maximal effect; % is set by controls: 0 for no effect and ±100 for the full control effect; nearly all actives have a fitted effect of over 60% in size
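Luminescent ATP detection (Kinase-Glo Plus) follows a 60-minute room-temperature incubation, with wells lacking PGK as controls. Buffer: 100 mM TEA (pH 7.6), 5 mM MgCl2, 0.01% Tween-20. Coupling enzyme GAPDH (100 nM final) supplies unstable 1,3-BPG in-well.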
Starred values were filed as active, the others as inactive; i = inactive; ? = inconclusive; . = no result given; [ ] = remark or other dose. Unless noted, calls come from the whole dose curve; as a rule, active = well fitted curve in the direction sought with a large enough effect; inconclusive = small, poorly fitted or top-dose-only effect, or another doubt; inactive = no such curve, though single readings can be large; an effect the other way counts as inactive or inconclusive. A portion of the library; the hit share may differ from the screen's.

Sample of the layout (six entries):
SMILES	BLM helicase inh	Pol iota inh	POLK inh	APE1 inh	Apoferritin bind	RXFP1 antagonist	POLH inh	POLB inh	PGK inhibitor
CCCNC(=O)CCSc1nc(-c2ccc3c(c2)OCO3)cc(C(F)(F)F)n1	-1.0%	26.7%	2.3%	.	72.6%[activator]	.	-13.8%	-0.8%	-3.7%
COc1ccccc1N1CCN(C(=O)CSc2nnc(NC(=O)C(C)C)s2)CC1	-0.9%	136.9%[activator]	-5.6%	-1.8%	-9.5%	-21.2	2.9%	89.4%	1.3%
CCc1ccc(N(CC(=O)N2CCOCC2)S(C)(=O)=O)cc1	0.1%	116.1%[activator]	-5.7%	-7.4%	-0.4%	-16.4	-10.5%	5.6%	-9.9%
COc1cc(Cl)c(C)cc1NC(=O)CN(C)Cc1cccc(OC)c1OC	-11.1%	1.1%	-14.9%	?	-18.1%	-7.4	?	-5.6%	-1.8%
CCCn1c(SCCC(=O)O)nc2ccccc21	1.0%	87.2%[activator]	3.0%	12.2%	-5.0%	7.9	-16.6%	3.1%	-1.2%
CC(=O)c1sc(NC(=O)c2c(-c3ccccc3)c(-c3ccccc3)nn(C)c2=O)nc1C	-0.4%	20.4%	-3.7%	.	-17.9%	-34.2	-5.6%	7.0%	11.6%

The list itself, from the start:
SMILES	BLM helicase inh	Pol iota inh	POLK inh	APE1 inh	Apoferritin bind	RXFP1 antagonist	POLH inh	POLB inh	PGK inhibitor
CCCNC(=O)CCSc1nc(-c2ccc3c(c2)OCO3)cc(C(F)(F)F)n1	-1.0%	26.7%	2.3%	.	72.6%[activator]	.	-13.8%	-0.8%	-3.7%
COc1ccccc1N1CCN(C(=O)CSc2nnc(NC(=O)C(C)C)s2)CC1	-0.9%	136.9%[activator]	-5.6%	-1.8%	-9.5%	-21.2	2.9%	89.4%	1.3%
CCc1ccc(N(CC(=O)N2CCOCC2)S(C)(=O)=O)cc1	0.1%	116.1%[activator]	-5.7%	-7.4%	-0.4%	-16.4	-10.5%	5.6%	-9.9%
COc1cc(Cl)c(C)cc1NC(=O)CN(C)Cc1cccc(OC)c1OC	-11.1%	1.1%	-14.9%	?	-18.1%	-7.4	?	-5.6%	-1.8%
CCCn1c(SCCC(=O)O)nc2ccccc21	1.0%	87.2%[activator]	3.0%	12.2%	-5.0%	7.9	-16.6%	3.1%	-1.2%
CC(=O)c1sc(NC(=O)c2c(-c3ccccc3)c(-c3ccccc3)nn(C)c2=O)nc1C	-0.4%	20.4%	-3.7%	.	-17.9%	-34.2	-5.6%	7.0%	11.6%
O=C(NCC1CCCO1)c1ccc(Cn2c(=S)[nH]c3ccccc3c2=O)cc1 (stereo not given)	-5.4%	110.5%[activator]	-20.0%	2.7%	-7.8%	?	6.6%	-1.9%	-1.7%
CCOCCCn1c(=O)c2ccccc2n2c(=S)[nH]nc12	-4.8%	0.4%	-7.7%	-2.7%	3.7%	-6.1	-0.6%	61.9%	-6.9%
Cc1onc(-c2c(F)cccc2Cl)c1C(=O)N1CCCCC1	-2.4%	3.2%	-5.7%	47.4%[activator]	-5.6%	-1.3	-6.2%	2.6%	-4.5%
COc1ccc(Cn2c(=O)[nH]c3cc(C(=O)NC4CCCC4)ccc3c2=O)cc1	-1.9%	-23.0%	-4.9%	6.5%	-0.1%	-1.7	35.3%[activator]	-8.2%	-3.2%
Cc1cccc(Oc2coc3cc(O)ccc3c2=O)c1	-0.8%	?	-7.8%[60.1 µM]	-3.0%	86.9%[activator]	0.5	-3.7%	11.1%	-4.1%
CCCCn1c(=O)n(CC(=O)Nc2ccc(C)c(Cl)c2)c(=O)c2c1ncn2Cc1ccco1	-8.6%	9.5%	-2.3%	-4.9%	-23.5%	-6.3	-14.4%	-27.0%	-3.3%
CC(=O)Nc1cc2c(c([N+](=O)[O-])c1C)C(C)(C)CC2(C)C	.	44.3%[activator]	-22.6%	.	.	-6.2	-10.2%	.	0.0%
CCCCN1C(=O)Nc2ccccc2S1(=O)=O	-4.2%	-7.7%	-1.1%	5.6%	-5.2%	-5.1	-16.3%	33.8%	i
CCOc1ccc(S(=O)(=O)N(C)c2ccc(OCC(=O)NCc3cccnc3)cc2)cc1	0.2%	75.7%[activator]	-0.7%	-4.1%	-5.7%	-7.9	-1.5%	0.4%	-3.3%
CCOC(=O)c1c(C)n(CC)c2c1cc(O)c1ccccc12	-5.6%	152.6%[activator]	2.4%	-0.6%	4.2%	-5.2	-22.7%	33.4%	-5.9%
N#Cc1ccccc1OCC(=O)OCC(=O)Nc1ccc2c(c1)OCO2	.	-10.3%	-0.9%	-8.9%	.	0.1	-8.8%	.	-9.7%
O=C(CCc1cn(Cc2ccc(F)cc2)c2ccccc12)N1CCOCC1	-2.7%	69.8%[activator]	-16.5%	24.0%	6.9%	-1.6	-20.4%	12.7%	-10.3%
O=[N+]([O-])c1ccc(O)c(C=Nc2cccc3ccccc23)c1	-3.4%	?	-6.8%	-3.2%	-11.2%	-96.3*	-4.1%	3.6%	-2.9%
Cc1oc(-c2cccs2)nc1CS(=O)CC(=O)NCCCN1CC(C)CC(C)C1 (stereo not given)	2.1%	-7.5%	6.7%	-8.7%	-13.6%	-2.3	-8.2%	15.7%	-9.3%
COc1ccc(Br)cc1CNC(=O)c1ccc2nc(C(C)C)oc2c1	-5.7%	10.4%	-8.2%[60.1 µM]	.	-7.9%	-17.3	-18.3%	3.9%	-7.6%
COc1ccc(C(=O)Nc2ccc(NC(C)=O)cc2)cc1S(=O)(=O)N1CCCC1	.	5.2%	-4.1%	-0.1%	.	4.1	-4.8%	.	0.7%
Cc1noc(C)c1S(=O)(=O)Nc1ccc2c(c1)C(=O)N([C@H](C)CO)C[C@H](C)[C@@H](CN(C)C(=O)Nc1ccccc1)O2	.	10.4%	-13.3%	-14.9%	.	.	-4.4%	.	4.6%
CCOc1ccc(NS(=O)(=O)c2ccc(C(=O)N(C)CC(=O)Nc3ccc(C)cc3)cc2)cc1	.	44.1%[activator]	-3.1%	-2.5%	.	-11.6	-23.1%	.	5.3%
CCc1nnc(NC(=O)CCC(=O)NCCc2ccc(OC)c(OC)c2)s1	4.4%	6.2%	-3.7%	0.8%	-2.4%	-4.4	-6.6%	13.6%	-6.6%
Cc1ccc(CNC(=O)CN2C(=O)CCc3cc(S(=O)(=O)N4CCCCC4)ccc32)cc1	-0.6%	2.5%	-9.5%[60.1 µM]	.	-7.1%	.	-14.0%	-27.7%	-7.2%
CC1(C)CC(=O)C2=C(C1)N(Cc1cccnc1)C(=O)C2(NC(=O)c1cccnc1)C(F)(F)F (stereo not given)	-1.4%	7.6%	1.0%	-0.9%	-9.8%	2.1	-1.1%	6.4%	-6.5%
O=C(C[n+]1ccc(C(=O)N/N=C/c2ccc(Cl)cc2Cl)cc1)c1ccccc1	-4.5%	-26.0%	-7.7%	1.7%	-18.6%	4.5	-12.4%	0.9%	-1.7%
O=C(CNC(=O)c1ccccc1)OCC(=O)c1cccs1	-8.3%	-4.7%	-11.2%	57.5%[activator][12.4 µM]	-4.2%	10.7	-7.5%	?	-10.0%
Cc1c(C(=O)NCc2ccc(F)cc2)oc2ccc(S(=O)(=O)N3CCCCC3)cc12	-12.3%	-7.3%	-7.2%[60.1 µM]	.	-8.7%	-21.2	-1.7%	39.1%	-10.3%
Cn1c(=O)c2cc(S(=O)(=O)NC(Cc3ccccc3)C(=O)Nc3ccc(F)cc3)ccc2n(C)c1=O (stereo not given)	0.4%	?	-2.1%	.	-3.1%	.	-2.9%	13.5%	-9.5%
COc1cc(NC(=O)CN2C(=O)CN(C)C2=O)c(C)cc1[N+](=O)[O-]	-3.0%	8.9%	3.4%	2.5%	-8.3%	-1.0	-6.2%	1.4%	-8.6%
COc1cccc(CN(C)C(=O)c2cc(COc3c(F)cccc3F)on2)c1	-9.0%	34.2%[activator]	4.5%	6.5%	?	11.2	-9.3%	9.6%	-7.6%
NC(=O)[C@@H]1CC2(CC(c3cccc(NC(=O)CC(c4ccccc4)c4ccccc4)c3)=NO2)CN1C(=O)c1ccc(Cl)cc1 (stereo not given in full)	-2.0%	?	-8.9%	17.0%	-17.2%	.	-9.1%	8.6%	-3.3%
CCOC(=O)c1[nH]nc2c1C(=O)N(Cc1ccccc1)C2=O	1.8%	2.6%	3.2%	-1.1%	-11.2%	-14.7	-12.8%	26.0%	-4.2%
CSc1nc2ccc(NS(=O)(=O)c3ccc4c(c3)OCCO4)cc2s1	-8.2%	0.1%	-3.4%	-6.7%	-15.4%	-18.8	-10.9%	19.5%	-2.7%
Cc1ncsc1CCSc1n[nH]c(=O)n1-c1ccccc1	2.4%	28.9%	-0.5%	0.4%	5.1%	6.2	-5.9%	0.7%	1.2%
C=CCNC(=S)NNc1nc2sc3c(c2c(=O)[nH]1)CC(C)(C)OC3	-2.2%	-16.2%	-9.7%	-8.7%	3.0%	1.4	0.8%	37.7%	-1.2%
Cn1c(=O)c2c(nc(NCCc3ccccc3)n2Cc2ccccc2Br)n(C)c1=O	-6.3%	-23.5%	-10.9%	.	1.9%	.	-14.1%	29.6%	-4.5%
Cc1nc2ccn(Cc3cccs3)c(=O)c2cc1C(=O)NCc1ccccc1	-0.2%	1.4%	-26.3%	.	?	1.0	-2.4%	1.1%	3.0%

Screening data deposited in PubChem BioAssay by National Center for Advancing Translational Sciences (NCATS).
